# D3 ag – qHTS of D3 Dopamine Receptor Agonist: qHTS | D3R DiscoveRx beta-arrestin cells, luminescence, 90 min | max activation, % | actives 0.58% (n = 410,000) | D(3) dopamine receptor (Homo sapiens), P35462; in the data active = max activation above about 30%; also: 0% is about no effect; mostly tested at two doses, the higher about 12 µM
# Target sequence (P35462 whole entry, looked up): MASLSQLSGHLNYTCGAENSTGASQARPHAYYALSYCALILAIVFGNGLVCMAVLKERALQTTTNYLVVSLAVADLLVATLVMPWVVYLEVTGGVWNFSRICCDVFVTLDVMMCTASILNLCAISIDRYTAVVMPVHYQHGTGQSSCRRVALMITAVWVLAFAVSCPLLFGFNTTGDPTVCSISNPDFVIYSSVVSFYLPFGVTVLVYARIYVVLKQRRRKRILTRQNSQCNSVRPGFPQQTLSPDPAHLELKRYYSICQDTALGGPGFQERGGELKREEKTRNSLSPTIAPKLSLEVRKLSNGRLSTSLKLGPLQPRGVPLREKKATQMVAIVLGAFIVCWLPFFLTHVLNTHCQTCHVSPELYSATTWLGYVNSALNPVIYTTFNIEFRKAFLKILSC
#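 Agonist mode: compounds and dopamine controls were applied to plated cells for 90 min at 37 degrees C after an overnight attachment at 1500 cells/well. Luminescent read-out followed 30 - 60 minutes at room temperature with DiscoveRx detection reagent.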
# HT1080 IDH1KD tx – qHTS for induction of synthetic lethality in tumor cells producing 2HG: qHTS for the HT-1080-IDH1KD cell line | HT-1080 IDH1 knockdown viability, ATP luminescence, 48 h | Potency, µM (doses to about 46.1 µM), inactives show at the highest dose activity, negative = toxicity, actives largely listed as cytotoxic | actives 2% (n = 360,000);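 also: potency is read from the fitted curve at half-maximal effect; 0% = DMSO wells and -100% = cell-free medium wells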
#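 Knockdown cells (IDH1KD HT-1080) received compounds 2 h after plating at 750 cells/well and were kept 48 h at 37 °C in 5% FBS RPMI. A CellTiter-Glo luminescence read gave % activity for curve fitting.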
# D3 antag – qHTS of D3 Dopamine Receptor Antagonist: qHTS; D(3) dopamine receptor (Homo sapiens), P35462; D3R cells, DiscoveRx beta-arrestin luminescence, antagonist mode; hits give low values; max response, negative = inhibition, %; actives 2.5% (n = 360,000); in the data active = max response below about -50%; inconclusive = no clear call, values can overlap the other calls; also: % is scaled to controls: 0 for no effect and ±100 for the full control effect; mostly tested at two doses, the higher about 12 µM
#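 Cells expressing the human receptor were seeded at 1500 cells/well, incubated overnight at 37 degrees C in 5% CO2, then exposed to library compounds with dopamine controls for 90 minutes at 37 degrees C before luminescent detection.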
# KB-V1 MDR tox – qHTS assay for MDR1-selective chemotherapeutics: Primary screen using the drug-selected MDR subline cells KB-V1; actives 3.4% (n = 400,000); AID 1347076, 2019; KB-V1 MDR cells viability, CellTiter-Glo, 72 h; Potency, µM (titrated, usually from 46.1 µM), for the others: top-dose activity change, negative = cytotoxicity, actives largely listed as cytotoxic; also: potency is read from the fitted curve at half-maximal effect; % is scaled to controls: 0 for no effect and ±100 for the full control effect; nearly all actives have a fitted effect of over 60% in size
#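 KB-V1 MDR subline cells in DMEM (phenol-red free, 10% FBS) exposed to compounds in qHTS concentration series for 72 h at 37 degrees C. Viability read by CellTiter-Glo luminescence; concentration-effect curves fitted after normalization and correction.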
# HT1080NT lethal – qHTS for induction of synthetic lethality in tumor cells producing 2HG: qHTS for the HT-1080-NT fibrosarcoma cell line | Potency, µM (series often up to 46.1 µM), for inactives: at the top dose activity, negative = less viability, most hits filed as cytotoxic | HT-1080-NT fibrosarcoma viability, CellTiter-Glo ATP luminescence, 48 h | actives 1.6% (n = 360,000);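 also: NT is the 2HG producing partner of a matched IDH1 knockdown line; potency is read from the fitted curve at half-maximal effect; 0% = DMSO-treated cells and -100% = media-only wells without cells; nearly all actives have a fitted effect of over 55% in size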
#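 HT-1080-NT; 750 cells/well; 5% FBS RPMI; 48 h compound, 37 degrees C; CellTiter-Glo luminescence; curve fitting and curve-class assignment.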
# IL1B secr inh – qHTS for Inhibitors of Inflammasome Signaling: IL-1-beta AlphaLISA Primary Screen; THP-1 LPS/ATP IL-1B secretion, AlphaLISA, 16 h; hits give low values; activity change, % at 57.5 µM; actives 4.7% (n = 360,000); AID 743279, 2014; in the data active = activity change below about -50%; inconclusive = mostly about -30% to -49%; also: % is scaled to controls: 0 for no effect and ±100 for the full control effect
#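 Secreted IL-1B measured by AlphaLISA bead assay after 16 h compound exposure of THP-1 cells; compounds (final up to 57.5 uM) added 1 h before LPS (250 ng/mL) and ATP (1.25 mM) stimulation; lower signal means less secretion.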
# GLP-1R agonist – qHTS of GLP-1 Receptor Agonists | Glucagon-like peptide 1 receptor (Homo sapiens), P43220 | HEK293 GLP-1R CRE-luciferase, luminescence, 4-6 h; cells express a hypersensitive GLP-1R form | Potency, µM (top dose mostly 45.6 µM), for inactives: top-dose activation, actives largely listed as activators | actives 0.007% (n = 380,000) | AID 624172, 2012; also: potency is read from the fitted curve at half-maximal effect; % of control where 0% means no effect
# Target sequence (P43220 whole entry, looked up): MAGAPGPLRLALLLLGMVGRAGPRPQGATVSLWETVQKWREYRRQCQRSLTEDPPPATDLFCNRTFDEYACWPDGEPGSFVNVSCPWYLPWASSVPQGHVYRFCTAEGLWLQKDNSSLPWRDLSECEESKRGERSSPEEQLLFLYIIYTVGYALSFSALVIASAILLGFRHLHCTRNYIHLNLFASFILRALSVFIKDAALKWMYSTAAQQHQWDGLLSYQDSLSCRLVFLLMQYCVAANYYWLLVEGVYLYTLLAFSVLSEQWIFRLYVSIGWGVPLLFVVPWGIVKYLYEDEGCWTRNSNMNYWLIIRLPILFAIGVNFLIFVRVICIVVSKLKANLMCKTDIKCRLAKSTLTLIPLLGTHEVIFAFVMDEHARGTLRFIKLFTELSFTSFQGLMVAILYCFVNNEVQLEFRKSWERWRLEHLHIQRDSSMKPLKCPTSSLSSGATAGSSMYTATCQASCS
# SW480 rerep – A quantitative high throughput screen for small molecules that induce DNA re-replication in SW480 colon adenocarcinoma cells; actives 1.8% (n = 340,000); SW480 DNA re-replication, Hoechst DNA content imaging, 48 h; AID 624297, 2012; Potency, µM (series often up to 46.1 µM), inactives show top-dose re-replication activation, usual class: activators; also: potency is read from the fitted curve at half-maximal effect; % of control where 0% means no effect; nearly all actives have a fitted effect of over 55% in size
#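 Hoechst fluorescence of nuclei (405 nm excitation, 500-530 nm emission) measured by plate-scanning imager after 48 hr compound exposure at 37 C; re-replication scored as increased number of nuclei with elevated intensity.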
# KB-3-1 tox – qHTS assay for MDR1-selective chemotherapeutics: Primary screen using the parental adenocarcinoma cell KB-3-1. actives 1.4% (n = 400,000). Potency, µM (series often up to 46.1 µM), for the others: top-dose activity change, negative = cytotoxic, actives largely listed as cytotoxic. KB-3-1 viability, CellTiter-Glo ATP luminescence, 72 h; also: potency is read from the fitted curve at half-maximal effect; % is scaled to controls: 0 for no effect and ±100 for the full control effect; nearly all actives have a fitted effect of over 60% in size
#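 Parental KB-3-1 viability, qHTS format: 72 h compound exposure, 37 °C; CellTiter-Glo; media-only wells and DMSO plates as controls; concentration-effect fits on corrected data.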
# * hit, by the source's call; u = inconclusive; x = not tested or not shown; & = joins results of further samples; [ ] = dose if it differs, or a comment. Unless noted, calls follow the shape of the dose curve; as a rule, active = well fitted curve in the direction sought with a large enough effect; inconclusive = small, poorly fitted or top-dose-only effect, or another doubt; inactive = no such curve, though single readings can be large; an effect the other way counts as inactive or inconclusive. This is a random part of the collection; any-hit rate near 12%.
[1] CCCCC1=CC2=CC(=O)C(C)(OC(=O)CC)C(=O)C2=CN1CCc1ccc(Br)cc1 (stereo not drawn)
[2] CCCn1c(=NC(=O)c2ccncc2)c(C#N)cc2c(=O)n3cccc(C)c3nc21
[3] Cc1c(Cl)c([N+](=O)[O-])nn1CCCC(=O)Nc1cccc(Cl)c1
[4] COc1ccc(C(=O)NCC(c2ccccc2)N2CCCC2)cc1S(=O)(=O)N1CCOCC1 (stereo not drawn)
[5] CC1CCc2nc3ccccc3c(C(=O)OCC(=O)N(C)C3CCS(=O)(=O)C3)c2C1 (stereo not drawn)
[6] O=c1[nH]c(C2CCN(S(=O)(=O)c3ccc(S(=O)(=O)NC4CC4)cc3)CC2)nc2c1nnn2Cc1ccccc1
[7] Cc1ccc(-c2noc(C3CCCN(C(=O)c4ccccc4Br)C3)n2)o1 (stereo not drawn)
[8] CCOc1cc(C)c(Cl)cc1S(=O)(=O)n1cnc2ccccc21

Compound,1,2,3,4,5,6,7,8
SW480 rerep,-1%,27%,-5%,-10%,-2%,-29%,7%,-18%
KB-3-1 tox,26%,16%,u,10%,u,2%,-9%,-2%
IL1B secr inh,22,4,-3,-13,-17,u,21,3
GLP-1R agonist,6%,-1%,6%,7%,6%,13%,15%,-2%
KB-V1 MDR tox,2%,0%,18µM*,0%,u,17%,u,-9%
HT1080 IDH1KD tx,0%,5%,8%,9%,-29%,-20%,-16%,-8%
HT1080NT lethal,3%,3%,14%,-1%[9.24 µM],-19%,u,-15%,-2%
D3 ag,11,0,-7,-4,3,-2,6,-2
D3 antag,-1,5,-19,-9,-1,4,5,11

[9] CCOC(=O)c1cc(-c2ccc([N+](=O)[O-])cc2)nc2c1c(=O)[nH]c(=O)n2Cc1ccccc1
[10] O=C(CSc1nc2cc(Cl)ccc2s1)Nc1cccc(S(=O)(=O)N2CCOCC2)c1
[11] Cc1c(Cl)cccc1NC(=O)CCN1CCN(C)CC1
[12] CN1C(=O)c2ccccc2N(C)C1c1ccc(F)cc1 (stereo not drawn)
[13] CC(C)NC(=O)COC(=O)c1ccc(O)cc1
[14] CCN1CCCC1CNC(=O)c1ccc(CS(=O)(=O)c2ccccc2C)o1 (stereo not drawn)
[15] COc1ccc(S(=O)(=O)NC(=O)C2(C)CCN2C(=O)COc2ccc(Cl)cc2)cc1 (stereo not drawn)
[16] COc1ccccc1Oc1coc2c(CN3CCOCC3)c(O)ccc2c1=O

Compound,9,10,11,12,13,14,15,16
SW480 rerep,3%,-5%,u,2%,-3%,4%,x,1%
KB-3-1 tox,-1%,-1%,15%,-18%,0%,4%,0%,0%
IL1B secr inh,30,28,-13,5,11,-2,21,3
GLP-1R agonist,34%,11%,0%,1%,6%,4%,-4%,5%
KB-V1 MDR tox,4%,0%,6%,-4%,20%,0%,4%,-6%
HT1080 IDH1KD tx,-9%,-13%,5%,0%,1%,-1%,0%,-3%
HT1080NT lethal,1%,-6%,2%,-4%,-1%,2%,16%,1%
D3 ag,13,0,-9,22,0,-6,6,13
D3 antag,3,-18,-3,19,18,-23,-6,-15

[17] Cc1ccc(-n2cnc3c(=O)[nH]cnc32)cc1[N+](=O)[O-]
[18] CCOC(=O)C1CCCN(S(=O)(=O)c2ccc(NC(C)=O)cc2)C1 (stereo not drawn)
[19] CCOC(=O)c1cc(NC(=O)c2ccc(OC)cc2)c(=O)n2c1oc1ccc(Cl)cc12
[20] CCOc1ccc(NC(=O)CN2CCN(CC(=O)Nc3ccc(N(C)C)cc3)CC2)cc1
[21] Cc1ccc(C)c(C(=O)c2c(C)nc3sccn23)c1
[22] CC(C)C[C@@H](CN)NC(=O)c1nc[nH]c1C(=O)N[C@@H](Cc1c[nH]c2ccccc12)C(=O)CNC[C@H](C)NC(=O)c1nc[nH]c1C(=O)N[C@@H](CC(=O)O)C(=O)O
[23] Cc1nc2c(-c3ccc(F)cc3)c(C)nn2c(C)c1CCC(=O)Nc1ccc(F)cc1F
[24] COc1ccc(NC(=O)CSc2nnc(-c3nnn(-c4ccc(F)cc4)c3C)o2)cc1

Compound,17,18,19,20,21,22,23,24
SW480 rerep,-14%,-4%,x,-7%,-3%,-2%,2%,x
KB-3-1 tox,u,-21%,25%,1%,u,3%,-14%,17%
IL1B secr inh,-6,-11,x,0,0,32,-17,x
GLP-1R agonist,0%,10%,0%,-2%,15%,0%,-3%,1%
KB-V1 MDR tox,u,4%,u,-1%,u,-1%,-27%,-15%
HT1080 IDH1KD tx,8%,-5%,x,-3%,-10%,0%,-3%,x
HT1080NT lethal,-1%,2%,x,3%,-2%,-3%,-9%,x
D3 ag,3,0,3,14,9,-31,5,-3
D3 antag,-1,18,x,0,27,-53*,-1,x

[25] CC(=O)c1c(C)oc2ccc(N(C(C)=O)S(=O)(=O)c3ccc(Cl)c([N+](=O)[O-])c3)cc12
[26] COc1ccc(NC(=O)CSc2ncnc3[nH]ncc23)cc1
[27] C[C@H](CO)N1C[C@H](C)[C@@H](CN(C)C(=O)NC2CCCCC2)Oc2ccc(NC(=O)c3ccncc3)cc2C1=O
[28] CN=C1S/C(=C\c2ccc(OCC(=O)OC)c(OC)c2)C(=O)N1C
[29] CCCCNC(=S)N(C)/N=C/c1ccc2c(c1)OCO2
[30] Nc1ccccc1CNc1nc(NCCO)nc2c1ncn2CCN1CCOCC1
[31] Cc1ccc(C)c(NS(=O)(=O)c2cc(C(N)=O)ccc2C)c1
[32] COc1ccc(Nc2ncnc3sc4c(c23)CCCC4)cc1

Compound,25,26,27,28,29,30,31,32
SW480 rerep,u,u,1%,-11%,-55%,3%[9.22 µM],8%,x
KB-3-1 tox,u,u,22%,-29%,-21%,2%,4%,8%
IL1B secr inh,-117*,-51*,-2,0,u,18,29,x
GLP-1R agonist,-13%,11%,-3%,14%,2%,0%,3%,6%
KB-V1 MDR tox,u,11%,19%,2%,-26%,-9%,-24%,-15%
HT1080 IDH1KD tx,6.5µM*,u,12%,-21%,-25%,-6%,3%,x
HT1080NT lethal,u,u,16%,-14%,-24%,1%,-6%,x
D3 ag,-27,-12,2,-2,-1,-1,3,4
D3 antag,u,-3,5,-17,-6,2,-6,x

# Next section, overlapping the part above by 4 compounds.
[29] CCCCNC(=S)N(C)/N=C/c1ccc2c(c1)OCO2
[30] Nc1ccccc1CNc1nc(NCCO)nc2c1ncn2CCN1CCOCC1
[31] Cc1ccc(C)c(NS(=O)(=O)c2cc(C(N)=O)ccc2C)c1
[32] COc1ccc(Nc2ncnc3sc4c(c23)CCCC4)cc1
[33] COc1cccc(CNC(=O)Cn2ccc3cc(S(=O)(=O)N4CCC(C)CC4)ccc32)c1
[34] CC(C)(C)C1CCc2c(sc(NC(=O)C3CC=CCC3C(=O)O)c2C#N)C1 (stereo not drawn)
[35] O=C(N/N=C/c1cccnc1)C(O)(c1ccccc1)c1ccccc1
[36] O=C1Nc2c(Cl)cc(Cl)cc2C1=O
[37] N#Cc1c(C(F)(F)F)cc(-c2ccccc2Cl)[nH]c1=O
[38] CN(C)C(=O)c1ccc(NC(=O)COC(=O)C2=COCCO2)cc1
[39] COC(=O)c1ccc(NC(=S)NN2CCOCC2)cc1
[40] Cc1sc2ncnc(N3CCC(C(=O)Nc4ccc(S(N)(=O)=O)cc4)CC3)c2c1C

Compound,29,30,31,32,33,34,35,36,37,38,39,40
SW480 rerep,-55%,3%[9.22 µM],8%,x,0%,-6%,-9%,u,7%,-5%,3%,-16%
KB-3-1 tox,-21%,2%,4%,8%,1%&-5%,-1%,7%,-13%,u,5%,-1%,-10%
IL1B secr inh,u,18,29,x,-16,9,-2,-93*,25,5,19,-8
GLP-1R agonist,2%,0%,3%,6%,4%,-6%,-9%,5%,0%,-13%,6%,-7%
KB-V1 MDR tox,-26%,-9%,-24%,-15%,-13%&4%,u,4%,-1%,u,23%,0%,15%
HT1080 IDH1KD tx,-25%,-6%,3%,x,1%,u,5%,u,1%,-19%,9%,-1%
HT1080NT lethal,-24%,1%,-6%,x,0%,u,7%,-6%,-7%,3%,13%,-19%
D3 ag,-1,-1,3,4,0&-2,7,4,-12,22,-6,0,2
D3 antag,-6,2,-6,x,14,8,4,-93*,103,-21,1,13

[41] CC1CN(C(=O)Nc2cccc(Cl)c2)C2(CCCCCC2)O1 (stereo not drawn)
[42] COc1ccc(NC(=O)C2Cc3c(-c4cccc(NC(C)=O)c4)ccnc3O2)cn1 (stereo not drawn)
[43] COCCn1c(SCC(=O)NC2CC2)nnc1-c1ccc(Cl)cc1
[44] O=C(O)c1cn(Cc2ccccc2)c2ccc(Cl)cc2c1=O
[45] COc1ccccc1Nc1nc2ccccc2n2cnnc12
[46] CCC(=O)N(C1=C(NC)C(=O)c2ccccc2C1=O)C(C)C

Compound,41,42,43,44,45,46
SW480 rerep,-1%,x,0%,1%,-13%,u
KB-3-1 tox,8%,4.6µM*,-1%,0%,11%,2.6µM*
IL1B secr inh,-4,60,3,-1,15,133
GLP-1R agonist,1%,14%,-2%,4%,3%,-5%
KB-V1 MDR tox,11%,-20%,-14%,0%,-6%,u
HT1080 IDH1KD tx,-2%,u,13%,-7%,2%,9.2µM*
HT1080NT lethal,-1%,u,0%,4%,3%,4.6µM*
D3 ag,0,-13,-2,-42,5,1
D3 antag,-12,-24,7,-21,38,11

# Bioassay records deposited in PubChem by National Center for Advancing Translational Sciences (NCATS).
